# Assay outcomes from PubChem BioAssay.
# rCAG binder: molecules binding r(CAG) RNA repeats; r(CAG) RNA repeat, TO-PRO-1 dye displacement fluorescence; inhibition, % at 3 µM; 370,000 tested, 1.3% active; AID 651821;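 active = inhibition above the plate cutoff, the mean of all test compounds on that plate plus 3 SD, cut at about 35% in these data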;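 also: 0% = DMSO alone and 100% = 100 µM mitoxantrone as full dye displacement; higher means more dye released from RNA so lower well fluorescence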
# mABHD4 FP: inhibits mouse alpha/beta hydrolase domain 4. Q8VD66. purified mABHD4, FP-Rh probe fluorescence polarization. inhibition, % at 8.92 µM. 370,000 tested, 0.54% active;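 active = inhibition exceeding the mean over every tested compound plus 3 SD, cut at about 30% in these data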;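 also: 0% = plate median of compound wells and 100% = S159A mutant with DMSO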
# Target sequence (Q8VD66 whole entry, looked up, the tested form may be a part): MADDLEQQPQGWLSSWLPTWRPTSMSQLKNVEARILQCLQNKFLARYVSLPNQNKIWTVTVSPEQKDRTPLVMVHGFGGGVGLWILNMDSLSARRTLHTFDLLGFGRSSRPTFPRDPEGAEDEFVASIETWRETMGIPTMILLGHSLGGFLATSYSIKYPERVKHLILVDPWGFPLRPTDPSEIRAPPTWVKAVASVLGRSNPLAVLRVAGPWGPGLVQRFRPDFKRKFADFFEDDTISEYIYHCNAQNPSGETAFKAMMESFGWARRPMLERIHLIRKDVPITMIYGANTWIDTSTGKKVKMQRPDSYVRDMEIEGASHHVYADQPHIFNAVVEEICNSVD
#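 Test system: mouse ABHD4 enzyme, wild type. Reagent: FP-Rh fluorescent activity-based probe, added after compound pre-incubation. Timing: pre-incubation 45 min, probe exposure 60 min, at 25 °C. Technique: FP readout, ex 525 nm / em 598 nm. Benchmarks: high control S159A mutant with DMSO, low control median of compound wells.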
# TDP2 absorb: blocks human TDP2 phosphodiesterase activity. recombinant TDP2, T5PNP hydrolysis, p-nitrophenol absorbance 415 nm. inhibition, % at 12.8 µM. 370,000 tested, 0.34% active;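 active = inhibition above the mean of all tested compounds plus 3 SD, set per campaign, cut at about 25% in these data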;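 also: 0% = DMSO with enzyme and 100% = buffer with substrate but no TDP2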
#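 Read-out basis: percent inhibition. System: recombinant human TDP2. Buffer or medium: Mg2+-containing Tris-HCl buffer, pH 7.5. Repeats: single replicate. Timing: reaction 2 h, 37 °C. Benchmarks: high control without enzyme, low control DMSO plus TDP2. Probe or stimulus: 5 mM T5PNP. Doses: 12.8 µM only. Measured by: epi absorbance of p-nitrophenol freed from T5PNP by hydrolysis.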
# LEDGF integ inh: blocks HIV-1 LEDGF/p75-dependent DNA integration. 370,000 tested, 0.64% active. AID 743269. inhibition, % at 3.7 µM. TR-FRET IN-LEDGF/p75 DNA integration, Eu/Cy5;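 active = inhibition above the screen-wide mean plus 3 SD, cut at about 13% in these data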;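 also: signal is the Cy5 over europium emission ratio at 671 and 618 nm; 0% = plate median of compound wells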
# MBD2 inh: blocks human MBD2 binding to methylated DNA | Q9UBB5 | TR-FRET, MBD2 binding to methylated oligonucleotide | inhibition, % at 4.4 µM | 370,000 tested, 0.31% active | AID 686964; in the data active = inhibition above about 13%
# Target sequence (Q9UBB5 whole entry, looked up): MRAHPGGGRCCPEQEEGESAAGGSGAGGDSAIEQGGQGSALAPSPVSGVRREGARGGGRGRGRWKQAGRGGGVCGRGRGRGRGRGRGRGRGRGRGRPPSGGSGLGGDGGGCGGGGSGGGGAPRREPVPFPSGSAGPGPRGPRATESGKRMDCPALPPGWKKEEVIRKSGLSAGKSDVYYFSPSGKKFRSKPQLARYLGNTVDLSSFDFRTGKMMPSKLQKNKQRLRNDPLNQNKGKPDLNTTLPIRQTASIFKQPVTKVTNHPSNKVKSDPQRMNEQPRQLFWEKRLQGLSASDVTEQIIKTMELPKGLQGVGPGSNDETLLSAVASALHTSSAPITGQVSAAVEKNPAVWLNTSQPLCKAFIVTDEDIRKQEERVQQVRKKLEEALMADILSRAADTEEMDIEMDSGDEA
# SIAE primary: inhibitors of human sialic acid acetylesterase SIAE | Q9HAT2 | SIAE FP-Rh probe binding, fluorescence polarization | inhibition, % at 9.66 µM | 370,000 tested, 0.69% active | AID 1053197;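 active = inhibition above a cutoff: mean of compounds within the control limits plus 3 SD of those, cut at about 17% in these data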;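 also: 0% = plate median of compound wells and 100% = probe without SIAE protein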
# HTRA1 inh: blocks human HTRA1 serine peptidase; Q92743; recombinant HTRA1, FP-rhodamine activity-based probe, fluorescence polarization; inhibition, % at 5.96 µM; 340,000 tested, 0.5% active; AID 504803; in the data active = inhibition above about 36%;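 also: 0% = enzyme with DMSO and 100% = wells lacking enzyme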
# TCR CD3 inh: human TCR-CD3 binding inhibition; TAMRA-labeled TCR probe fluorescence, biochemical; inhibition, % at 9.4 µM; 360,000 tested, 0.37% active; AID 651800; in the data active = inhibition above about 19%;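 also: recombinant mutant TCR 2C K166C tagged with TAMRA read by polarization; 0% = receptor in buffer alone and 100% = receptor with positive control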
# GC-B act: GC-B (human) receptor activation. P20594. HEK293-GC-B cells, CNP EC30, cGMP TR-FRET; 0% at EC30 CNP, 100% saturating CNP. activation, % at 10 µM. 370,000 tested, 0.11% active;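 active = activation at 10 µM reaching about 35% in either raw or pattern-adjusted values, limit read from the data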
# PRMT1 inh: inhibitors of human PRMT1; Q99873; recombinant PRMT1, activity-based probe fluorescence polarization; inhibition, % at 2.79 µM; 370,000 tested, 1.3% active;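 active = inhibition above about 21% made by adding two undisclosed values, limit read from the data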
# * = called active by the depositor; / = no result given. Some of the compounds tested, so the mix of outcomes need not match the whole.
# The first three entries, to show the layout:
1. Cn1c(=NC(=O)CSCC(=O)N2CCCCC2)sc2ccccc21
2. Nc1ncnc2c1ccn2[C@H]1CN(Cc2ccc(Cl)cc2)C[C@@H](CO)O1
3. NC(=O)c1ccccc1OCC(=O)N1CCc2ccccc2C1
screen / no.,1,2,3
rCAG binder,4,2,-4
mABHD4 FP,-10,-2,3
TDP2 absorb,-6,0,-8
LEDGF integ inh,5,-2,-2
MBD2 inh,8,-5,5
SIAE primary,-10,-2,-1
HTRA1 inh,-1,/,2
TCR CD3 inh,-6,-4,-9
GC-B act,-7,4,0
PRMT1 inh,6,-1,1

# The listing, from the start:
1. Cn1c(=NC(=O)CSCC(=O)N2CCCCC2)sc2ccccc21
2. Nc1ncnc2c1ccn2[C@H]1CN(Cc2ccc(Cl)cc2)C[C@@H](CO)O1
3. NC(=O)c1ccccc1OCC(=O)N1CCc2ccccc2C1
4. O=C(c1cc(-c2ccccc2)nc2ccccc12)N1CCCc2ccccc21
5. COC(=O)c1cc2c(s1)-c1cc(F)ccc1OC2
6. CCCCn1c(=NC(C)=O)c(C#N)cc2c(=O)n3cccc(C)c3nc21
7. Cc1cc(C)cc(N(C(=O)Cn2nnc(-c3ccccc3)n2)C(C(=O)NC2CCCCC2)c2ccccn2)c1 (stereo not given)
8. O=C1c2cccc3cccc(c23)C(=O)N1CC1CCN(S(=O)(=O)c2ccc(F)cc2)CC1
screen / no.,1,2,3,4,5,6,7,8
rCAG binder,4,2,-4,0,-1,2,2,5
mABHD4 FP,-10,-2,3,-14,-3,-5,-5,-2
TDP2 absorb,-6,0,-8,2,9,7,-5,-3
LEDGF integ inh,5,-2,-2,0,1,6,1,-5
MBD2 inh,8,-5,5,-7,11,2,2,5
SIAE primary,-10,-2,-1,-2,11,6,0,-7
HTRA1 inh,-1,/,2,-35,15,1,-4,-3
TCR CD3 inh,-6,-4,-9,-5,-1,0,1,-2
GC-B act,-7,4,0,-15,-3,-14,-6,2
PRMT1 inh,6,-1,1,-1,0,0,-1,4

9. COc1ccc(CNS(=O)(=O)c2cc(Br)ccc2Br)cc1
10. Cc1ccc(-c2nc3c(Cl)cc(C(F)(F)F)cn3c2Cc2ccccc2)cc1
11. CCN(CC)C(=O)C1=C(C)N(Cc2ccc(C(C)(C)C)cc2)C(=O)C(CC(=O)NC2CC2)C1 (stereo not given)
12. CCOC(=O)c1c(S(=O)(=O)N2CCN(C3CCCCC3)CC2)c(C)n(C)c1C
13. O=C(O)C1CCN(S(=O)(=O)Cc2ccccc2)CC1
14. CCC(=O)c1ccc(OCC(=O)N2CCN(S(=O)(=O)c3ccc(Cl)s3)CC2)cc1
15. COc1cccc(C(=O)CSc2nnc(CNS(=O)(=O)c3ccc(C)cc3)n2C)c1
16. CCC(=O)N1CCN(c2ccccc2NC(=O)c2cccs2)CC1
screen / no.,9,10,11,12,13,14,15,16
rCAG binder,3,12,-2,-10,0,16,-4,-5
mABHD4 FP,-9,-27,0,0,-7,-4,9,4
TDP2 absorb,-2,-4,-2,0,4,-22,-3,8
LEDGF integ inh,-1,4,1,-1,1,8,2,-1
MBD2 inh,-1,3,5,3,-7,3,6,0
SIAE primary,-1,-3,-3,4,1,-5,-2,-1
HTRA1 inh,/,/,-5,2,0,6,-3,2
TCR CD3 inh,1,-9,-3,-6,-2,-2,4,2
GC-B act,-4,4,3,-5,2,-15,7,-1
PRMT1 inh,-6,-5,0,1,1,-3,9,2

17. CCCC1CCC(C(=O)Nn2c(C)nc3ccccc3c2=O)CC1 (stereo not given)
18. c1cncc(CNc2c3c(nc4nnnn24)CCCC3)c1
19. Cc1cccc(C)c1OCC(=O)N/N=C/C=C/c1ccco1
20. CCOC(=O)c1ccccc1NC(=O)CSc1nnc(COc2ccccc2)n1CC
21. COC(=O)c1cc(C#N)c(SCc2ccccc2)nc1C
22. NC(=O)C1c2ccccc2CSc2ccccc21 (stereo not given)
23. Cc1cc(C)n2nc(C(=O)Nc3ccc4c(c3)OCO4)cc2n1
24. C[C@@H]1NS(=O)(=O)c2cc(Cl)ccc2O[C@@H]1c1ccccc1
screen / no.,17,18,19,20,21,22,23,24
rCAG binder,1,1,1,-5,0,1,4,2
mABHD4 FP,0,-3,10,-3,-8,-4,5,-8
TDP2 absorb,3,-1,5,6,5,-10,-23,7
LEDGF integ inh,-3,4,2,-3,6,-6,1,-1
MBD2 inh,5,2,-3,-1,-3,1,-4,-1
SIAE primary,-3,-4,6,-4,2,-4,4,-1
HTRA1 inh,3,5,14,-11,-24,-1,2,-11
TCR CD3 inh,-1,7,8,3,4,-9,4,5
GC-B act,2,-1,-4,-8,-5,1,-1,-4
PRMT1 inh,-1,0,4,0,-2,5,0,-5

25. Cc1ccc(C)c(N2CCN(S(=O)(=O)c3csc(C(N)=O)c3)CC2)c1
26. Cc1ccc(OCC(=O)Nc2ccc(NC(=O)c3ccco3)cc2)c(C)c1
27. Nc1ccc(C(=O)N/N=C/c2ccc(N3CCOCC3)s2)cc1
28. COc1cc(C(O)c2nc(-c3cncnc3)cs2)ccc1F (stereo not given)
29. O=C1c2ccccc2C(=O)N1Cc1cc(-c2ccccc2Cl)no1
30. CCP(=O)(CC)c1cccc(N)c1
31. COc1ccc(C(=O)NC(NC(=S)Nc2ccc(S(N)(=O)=O)cc2)C(Cl)(Cl)Cl)cc1 (stereo not given)
32. O=c1ccc(-c2nc3ccccc3n2C(CCc2ccccc2)c2nc3ccccc3[nH]2)c[nH]1 (stereo not given)
screen / no.,25,26,27,28,29,30,31,32
rCAG binder,3,-2,5,1,-3,0,34,3
mABHD4 FP,4,-9,11,3,-5,-5,-87,-3
TDP2 absorb,-2,6,5,1,-11,-12,0,-1
LEDGF integ inh,1,-3,-1,-2,-2,0,0,3
MBD2 inh,3,0,-4,-2,-2,-8,-6,0
SIAE primary,0,-15,6,-9,-1,2,-141,-1
HTRA1 inh,-12,-6,5,/,-18,11,-61,/
TCR CD3 inh,4,6,4,10,3,0,13,3
GC-B act,3,2,-10,-2,-3,0,7,-7
PRMT1 inh,2,-3,-2,1,-2,1,-2,-1

33. CCN(CC)c1ccc(N2C(=O)c3ccccc3C2=O)cc1
34. Cc1c(C2=CCN(S(=O)(=O)c3ccc(Br)cc3)CC2)c2ccccc2n1C
35. COCCC(=O)NC1CCCc2c1cnn2-c1cccc(C)c1C (stereo not given)
36. CC(C)[C@H](NC(=O)c1ccccc1Cl)C(=O)OCC(=O)NC(=O)NCc1ccco1
37. Cc1ccc(C)n1-c1cc(S(=O)(=O)N2CCOCC2)ccc1N1CCCC1
38. COc1ccc(-c2ccc(-c3noc(-c4cccc(OC)c4)n3)c(OC)n2)cc1
39. N=c1c2c(ncn1CCN1CCOCC1)Oc1cc(O)ccc1C2c1ccccc1 (stereo not given)
40. COc1ccc(NC(=O)CSc2nnc(CNC(=O)COc3ccc(Cl)cc3)o2)c(OC)c1
screen / no.,33,34,35,36,37,38,39,40
rCAG binder,-2,8,-5,-1,11,0,-1,-6
mABHD4 FP,5,-98,2,-6,-1,4,11,-9
TDP2 absorb,-1,-5,2,-9,-7,-6,5,2
LEDGF integ inh,-8,-4,-4,2,0,0,-2,-2
MBD2 inh,-5,6,-1,-4,-6,2,11,1
SIAE primary,2,-57,2,5,7,-6,3,1
HTRA1 inh,0,-31,4,-6,10,4,-10,-3
TCR CD3 inh,9,-15,-8,1,4,-5,0,5
GC-B act,2,-1,3,0,1,-2,-2,-2
PRMT1 inh,-1,4,2,-6,8,0,7,1

# Whole records as entered above. Values in the order: rCAG binder | mABHD4 FP | TDP2 absorb | LEDGF integ inh | MBD2 inh | SIAE primary | HTRA1 inh | TCR CD3 inh | GC-B act | PRMT1 inh
# COc1ccc(NC(=O)CSc2nnc(CNC(=O)COc3ccc(Cl)cc3)o2)c(OC)c1 is entered as -6 | -9 | 2 | -2 | 1 | 1 | -3 | 5 | -2 | 1
# Cc1ccc(C)n1-c1cc(S(=O)(=O)N2CCOCC2)ccc1N1CCCC1 is entered as 11 | -1 | -7 | 0 | -6 | 7 | 10 | 4 | 1 | 8
# N=c1c2c(ncn1CCN1CCOCC1)Oc1cc(O)ccc1C2c1ccccc1 (stereo not given) is entered as -1 | 11 | 5 | -2 | 11 | 3 | -10 | 0 | -2 | 7
# Cc1c(C2=CCN(S(=O)(=O)c3ccc(Br)cc3)CC2)c2ccccc2n1C is entered as 8 | -98 | -5 | -4 | 6 | -57 | -31 | -15 | -1 | 4
# COc1ccc(-c2ccc(-c3noc(-c4cccc(OC)c4)n3)c(OC)n2)cc1 is entered as 0 | 4 | -6 | 0 | 2 | -6 | 4 | -5 | -2 | 0

# (listing goes on)
41. CC(C)(C)OC(=O)NC(CC(=O)OCc1ccccc1)C(=O)O (stereo not given)
42. CCCc1nc2ccccc2c(=O)n1/N=C/c1ccc(O)cc1
43. CC(C(=O)Nc1ccc(S(=O)(=O)N2CCOCC2)cc1)N(c1ccccc1)S(C)(=O)=O (stereo not given)
44. CN(c1ccc(-c2csc(NC(=O)C3CC(=O)N(Cc4ccco4)C3)n2)cc1)S(C)(=O)=O (stereo not given)
45. COC(=O)C1=C(N)Oc2c(oc(CO)cc2=O)C1c1c(F)cccc1Cl (stereo not given)
46. CC(OC(=O)c1ccc(C#N)cc1)C(=O)Nc1ccc(Cl)cn1 (stereo not given)
47. COc1ccc(CCC(=O)N2c3ccccc3N=C(c3ccc(C(F)(F)F)cc3)C2C(=O)NC(C)C)cc1 (stereo not given)
48. COc1ccc(C(=O)C[n+]2cccc3cc(OC)ccc32)cc1
screen / no.,41,42,43,44,45,46,47,48
rCAG binder,1,-1,2,8,-1,-3,5,5
mABHD4 FP,5,-7,-7,-8,1,-4,3,1
TDP2 absorb,-4,3,-16,-14,-12,8,-9,13
LEDGF integ inh,0,3,-1,8,-7,-1,0,1
MBD2 inh,-1,0,3,5,0,5,-2,-1
SIAE primary,-1,-4,-1,-6,2,-3,6,-7
HTRA1 inh,2,3,-2,-6,2,1,/,7
TCR CD3 inh,-2,0,-6,-3,3,-1,7,6
GC-B act,0,-2,12,-2,-2,0,-4,-1
PRMT1 inh,0,2,2,11,1,0,0,-2

49. Cc1cc(C)n(CC(O)COc2ccc(Cl)cc2)n1 (stereo not given)
50. Cc1cc(Cl)c2c(c1)[C@]1(C(=O)N2)[C@@H]2C(=O)N(Cc3ccccc3)C(=O)[C@@H]2[C@@H]2CCCN21
51. COc1cc(CN2CCN(Cc3ccc4cc(F)ccc4n3)CC2CCO)cc(OC)c1 (stereo not given)
52. COc1ccccc1N1CCN(C2CCCN(C(=O)Cn3cccn3)C2)CC1 (stereo not given)
screen / no.,49,50,51,52
rCAG binder,-2,1,0,-4
mABHD4 FP,3,-8,3,-6
TDP2 absorb,14,-10,-4,-6
LEDGF integ inh,1,1,-5,0
MBD2 inh,-5,3,-7,2
SIAE primary,-4,3,6,0
HTRA1 inh,3,-16,-3,-4
TCR CD3 inh,10,7,-7,0
GC-B act,-24,-5,-5,-2
PRMT1 inh,-4,1,2,-3
